# TbPYK inhibitor = inhibitors of Trypanosoma brucei pyruvate kinase. Potency, µM (series often up to 76.8 µM), without a hit: top-dose activity, negative = inhibition, hits mostly inhibitors. AID 624173. TbPYK enzyme, Kinase-Glo Plus ATP luminescence, 45 min. 0.12% of 410,000 active. Q57TT1; also: potency is read from the fitted curve at half-maximal effect; nearly all actives have a fitted effect of over 50% in size
#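 T. brucei PYK with substrate was exposed to pin-transferred compounds across a concentration series, then started with 130 uM ADP (final). After 45 min at room temperature, Kinase-Glo Plus luminescence was read, normalized and curve-fitted.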
# LmPK inhibitor = blocks Leishmania mexicana pyruvate kinase activity | purified LmPK, Kinase-Glo ATP luminescence, 1 h | Potency, µM (series often up to 57.5 µM), without a hit: at the highest dose activity change, negative = inhibition, usual class: inhibitors | 0.37% of 290,000 active | AID 1721; also: potency is read from the fitted curve at half-maximal effect
# Target sequence (Q27686 whole entry, looked up): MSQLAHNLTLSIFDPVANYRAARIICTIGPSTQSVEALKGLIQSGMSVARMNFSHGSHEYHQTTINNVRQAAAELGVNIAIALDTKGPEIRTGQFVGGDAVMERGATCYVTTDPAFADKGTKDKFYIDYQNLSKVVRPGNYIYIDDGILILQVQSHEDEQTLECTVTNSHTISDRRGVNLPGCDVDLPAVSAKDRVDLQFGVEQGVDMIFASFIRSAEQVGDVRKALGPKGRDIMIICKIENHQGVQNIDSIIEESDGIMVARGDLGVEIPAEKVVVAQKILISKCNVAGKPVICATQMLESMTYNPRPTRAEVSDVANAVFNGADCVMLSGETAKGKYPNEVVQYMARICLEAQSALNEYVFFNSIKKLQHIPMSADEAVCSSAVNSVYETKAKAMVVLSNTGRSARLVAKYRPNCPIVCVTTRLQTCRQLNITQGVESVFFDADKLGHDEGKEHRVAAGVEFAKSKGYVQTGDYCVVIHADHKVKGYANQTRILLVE
#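 In 50 mM imidazole pH 7.2 with 7 mM MgCl2, LmPK (0.1 nM) turned over PEP (0.5 mM) and ADP (0.1 mM) for 1 h at room temperature. Luciferase read-out of ATP.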
# HCMV inh = human cytomegalovirus inhibition; activity change, negative = inhibition, % at 57.5 µM; HFF cells, HCMV-luciferase reporter, 72 h; hits give low values; 4.5% of 410,000 active; in the data active = activity change below about -60%; inconclusive = no clear call, values can overlap the other calls; inactive = above about -39%
#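 HFF cells seeded 16 h at 37C, treated with compounds, infected with luciferase-reporter HCMV at MOI 1 PFU/cell; luciferase read at 72 h post infection, normalized to buffer-only and Salinomycin controls.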
# AmpC inh detg = blocks E. coli AmpC beta-lactamase in detergent assay; P00811; AmpC hydrolysis of nitrocefin, absorbance 480 nm, 0.01% Triton; Potency, µM (highest dose often 114 µM), for inactives: at the top dose activity change, negative = inhibition, actives largely listed as inhibitors; 0.041% of 370,000 active;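 also: potency is read from the fitted curve at half-maximal effect; 0% = no-compound wells and -100% = no-enzyme wells; nearly all actives have a fitted effect of over 25% in size; some results filed as inactive show a strong effect at the top dose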
# Target sequence (P00811 whole entry, looked up): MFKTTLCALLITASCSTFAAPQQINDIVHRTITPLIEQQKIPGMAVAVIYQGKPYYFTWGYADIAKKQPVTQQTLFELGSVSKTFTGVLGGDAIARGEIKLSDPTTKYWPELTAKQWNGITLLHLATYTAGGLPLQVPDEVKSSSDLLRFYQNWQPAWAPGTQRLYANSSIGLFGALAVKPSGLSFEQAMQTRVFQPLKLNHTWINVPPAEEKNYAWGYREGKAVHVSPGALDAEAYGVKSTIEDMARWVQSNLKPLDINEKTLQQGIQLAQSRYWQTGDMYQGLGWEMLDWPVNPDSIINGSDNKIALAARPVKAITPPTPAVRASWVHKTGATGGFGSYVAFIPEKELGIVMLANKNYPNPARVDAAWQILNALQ
#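 20 mM phosphate pH 7.0 + 0.01% (detergent screen) or 0.0001% Triton X-100; 5.3 nM AmpC reagent; cpd preinc 15 min RT; nitrocefin (800 uM stock) to start; A480 q20 s × 4 min; Activity was normalised to no-enzyme and no-compound control wells.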
# Sm TGR inh = blocks Schistosoma mansoni thioredoxin glutathione reductase; Potency, µM (series often up to 114 µM), for the others: at the top dose activity change, negative = inhibition, usual class: inhibitors; purified TGR, DTNB reduction, TNB absorbance 405 nm; 3% of 360,000 active; also: potency is read from the fitted curve at half-maximal effect; nearly all actives have a fitted effect of over 60% in size
#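 TGR 20 nM + NADPH 100 uM (dispensed conc.), cpd preinc 15 min RT; start with NADPH (500 uM addition) then DTNB (15 mM addition). Kinetic TNB absorbance, 405 nm filter. Four-parameter Hill fit across titration.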
# AMA1-RON2 inh = inhibitors of Plasmodium falciparum AMA1-RON2 interaction; AlphaScreen AMA1-biotinylated RON2 peptide binding; AID 720542; Potency, µM (series often up to 58.2 µM), for the others: top-dose activity change, negative = inhibition, actives largely listed as inhibitors; 0.2% of 360,000 active;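 also: potency is read from the fitted curve at half-maximal effect; 0% = vehicle wells and -100% = peptide control; nearly all actives have a fitted effect of over 45% in size; some results filed as inactive show a strong effect at the top dose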
#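 AMA1 (3D7) with his tag at 25 nM final met compounds first, then biotinylated RON2 peptide at 25 nM; detection used donor plus acceptor beads, 10 µg/mL apiece, read by AlphaScreen after 30 min at room temperature.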
# AmpC inh no detg = inhibitors of E. coli AmpC beta-lactamase without detergent; 0.52% of 330,000 active; AmpC nitrocefin hydrolysis, absorbance 480 nm, 0.0001% Triton; P00811; AID 485341; Potency, µM (series often up to 57.1 µM), for the others: top-dose activity change, negative = inhibition, usual class: inhibitors;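 also: potency is read from the fitted curve at half-maximal effect; plate controls were no compound for no effect and no enzyme for full effect; nearly all actives have a fitted effect of over 20% in size; some results filed as inactive show a strong effect at the top dose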
#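 AmpC (5.3 nM in the dispensed reagent) in 20 mM phosphate pH 7.0 with 0.01% (detergent screen) or 0.0001% Triton X-100 was preincubated with compounds for 15 min at room temperature. Nitrocefin was then added from an 800 uM solution, and hydrolysis was followed at 480 nm.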
# An asterisk follows results filed as active; ? = inconclusive; · = no result given; [ ] = another dose, or the depositor's remark. Unless noted, calls follow the shape of the dose curve; as a rule, active = well fitted curve in the direction sought with a large enough effect; inconclusive = small, poorly fitted or top-dose-only effect, or another doubt; inactive = no such curve, though single readings can be large; an effect the other way counts as inactive or inconclusive. Unless noted, % is scaled to controls: 0 for no effect and ±100 for the full control effect.
compound	TbPYK inhibitor	LmPK inhibitor	HCMV inh	AmpC inh detg	Sm TGR inh	AMA1-RON2 inh	AmpC inh no detg
COc1ccccc1CN1CCC(n2nccc2NC(=O)CCc2ccccc2)CC1	1%	7%	-20	-3%	-2%	-7%	19%
O=C(c1ccco1)N1CCN(c2ccnc3cc(Cl)ccc23)CC1	3%	1%	?	-4%	·	-4%	24%
CCC(=O)Nc1cc2nn(-c3ccccc3)nc2cc1Cl	-9%	-1%	170	5%	-1%	0%	-7%
CCNC(=O)C1(C)CCCN(C(=O)c2cc(C)nn2C(C)(C)C)C1 (stereo not given)	-3%	·	30	·	·	-6%	·
Cc1cc(C)n(Cc2ccc(F)cc2)c(=O)c1C#N	-3%	0%	0	-14%	-3%	12%	1%
CCOc1ccccc1NC(=O)CCS(=O)(=O)c1cccs1	-8%	6%	16	?	56µM*	-7%	-17%
COC(=O)C1=C(c2ccc(OCc3ccccc3)cc2)C[C@@H]2CC[C@H]1N2C(=O)NCc1ccc2[nH]ccc2c1	-10%	·	-20	·	·	-15%	·
COc1ccc(Cl)cc1NC(=O)C(C)N(C)Cc1cccc(Cl)c1Cl (stereo not given)	-4%	-5%	?	?	3%	10%	-26%
CC(C)(C)NC(=O)NC(=O)CN1CCCCCCC1	1%	4%	-8	7%	-24%	-4%	-10%
CC(C)c1ccc(-n2nnnc2SCC(=O)NC2CC2)cc1	0%	·	0	0%	2%	-4%	-19%
CC(=O)Nc1c(Br)cc2c(c1Br)Cc1cc(Br)ccc1-2	-4%	·	17	·	·	25%	·
CCN1C[C@@H]2[C@@H]3C(=O)N(C)C(=O)[C@@H]3[C@](Cc3ccccc3)(C1=O)N2C(=O)c1ccccc1	-5%	·	-5	·	·	-1%	·
Clc1ccc(-c2cn(-c3ccccc3)c3[n+]2CCS3)cc1	-3%	-1%	-72*	7%	5%	-7%	-12%
CCOc1ccc(NC(=O)CC2Nc3ccccc3NC2=O)cc1 (stereo not given)	3%	3%	-21	-8%	2%	-5%	-9%
COc1ccc(/C=C/C(=O)O)cc1S(=O)(=O)N1CCCCC1	2%	1%	8	-1%	-4%	11%	15%
COc1ccc(-n2c(SCC(=O)NCc3ccco3)nnc2-c2c[nH]c3ccccc23)cc1	-9%	3%	-3	?	-16%	-1%	3.5µM*
CCOC(=O)c1sc(NC(=O)CSc2nnc(-c3ccc(OC)cc3)n2CCOC)nc1C	·	4%	39	?	-6%	-9%	138%[activator]
CC(C)C1(C)C(=O)N=C2c3ccccc3C(=O)N21 (stereo not given)	-2%	7%	20	7%	7%	-6%	-11%
COc1ccccc1OCc1nc(C#N)c(N2CC(C)CC(C)C2)o1 (stereo not given)	3%	-1%	?	-13%	6%	-28%	22%
CCCSc1ncc(Cl)c(C(=O)NCc2ccc(C)cc2)n1	0%	·	28	-1%	-4%	·	·
CC1CCc2c(sc3nc4n(c(=O)c23)CCS4)C1 (stereo not given)	-1%	0%	-9	-1%	0%	3%	-14%
COC(=O)/C=C1\C(=O)N(c2nc3ccc(OC)cc3s2)C(=S)N1c1ccc(F)cc1	·	3%	·	2%	-3%	·	-4%
COCCN(C(=O)COc1ccc(Cl)cc1)c1nnc(-c2cccnc2)s1	-2%	3%	-5	-9%	1%	0%	-8%
CCCCOCCCNS(=O)(=O)Cc1ccccc1	2%	-7%	-5	1%	3%	40%[activator]	-10%

# Some of the entries so far, with two lines to a compound.
# Each structure is followed by: TbPYK inhibitor | LmPK inhibitor | HCMV inh | AmpC inh detg | Sm TGR inh | AMA1-RON2 inh | AmpC inh no detg
- COc1ccccc1CN1CCC(n2nccc2NC(=O)CCc2ccccc2)CC1
  1% | 7% | -20 | -3% | -2% | -7% | 19%
- O=C(c1ccco1)N1CCN(c2ccnc3cc(Cl)ccc23)CC1
  3% | 1% | ? | -4% | · | -4% | 24%

# Continuation:
compound	TbPYK inhibitor	LmPK inhibitor	HCMV inh	AmpC inh detg	Sm TGR inh	AMA1-RON2 inh	AmpC inh no detg
Cc1cc(OCC(=O)Nc2c(C(C)C)cccc2C(C)C)no1	-12%	·	-30	·	·	-5%	·
O=C(Nc1ccc(Br)cc1)c1ccc(F)c(S(=O)(=O)N2CCCc3ccccc32)c1	0%	·	-99*	2%	-5%	·	·
COc1cccc(CNC(=O)Cn2c(=O)n3nc(-c4cccc(F)c4)nc3c3ccccc32)c1	3%	·	18	0%	7%	·	·
Cc1cc(C(=O)OCC(=O)NCCc2ccccc2)c2ccccc2n1	7%	·	-23	-4%	2%	11%	-6%
O=C(COC(=O)c1cc(Cl)ccc1[N+](=O)[O-])Nc1cccc2ccccc12	-2%	1%	-29	-6%	-12%	-6%	-30%
Cc1ccc(OCC(=O)Nc2ccc3nc(SCCOc4ccccc4)sc3c2)cc1	1%	·	-30	-2%	3%	·	·
CCn1c(CN2CCCCC2)nc2cc(NC(=O)c3cccc([N+](=O)[O-])c3)ccc21	-3%	·	-29	20%	6%	·	·
COc1ccc(CCNC(=O)c2cccc(NC3=NC4CS(=O)(=O)CC4S3)c2)c(OC)c1 (stereo not given)	0%	0%	22	8%	6%	0%	0%
Cc1ccn2c(Nc3ccc(C(C)C)cc3)c(-c3cccs3)nc2c1	1%	·	-1	-4%	3%	·	·
Cc1nnnn1CC(=O)Nc1ccccc1[N+](=O)[O-]	-3%	-2%	-9	-3%	5%	17%	-6%
COc1ccc(CNC(=O)Cn2ccc(N)nc2=O)cc1	-3%	·	-8	-8%	-24%	9%	-11%
COc1ccc(CC(=O)OCC(=O)NC2CCCCC2)cc1OC	6%	·	-23	·	·	3%	-1%
COc1ccc(-c2cc(C)no2)cc1S(=O)(=O)N(C)c1ccc(C)c(C)c1	-12%	-1%	?	2%	-3%	-5%	20%
CCc1ccc2[nH]c(=O)c(CN(CC3CCCO3)C(=S)NCc3ccco3)cc2c1 (stereo not given)	-14%	2%	-19	-1%	-20%	-13%	53%
COc1ccccc1N1CCN(c2ncc3c(n2)CCN(Cc2ccc(C)s2)C3)CC1	1%	·	-7	-6%	4%	·	·
COc1ccccc1CNC(=O)CCCn1c(=O)c2ccccc2n(CC(=O)Nc2ccc(C)cc2Cl)c1=O	2%	·	?	20%	7%	·	·
O=C(CCC1CCCC1)Nc1cccn(Cc2ccccc2Br)c1=O	-12%	14%	-26	-9%	0%	6%	-25%
COc1cccc(C2=CC(c3cccs3)n3nnnc3N2)c1 (stereo not given)	2%	5%	77	-5%	?	8%	-39%
O=C(N/N=C/c1cccc([N+](=O)[O-])c1)c1ccc(CN2CCOCC2)cc1	0%	-1%	-29	-1%	-9%	20%	-20%
Cc1ccc(CNC(=O)C2CCCN(S(=O)(=O)c3ccc4c(c3)oc(=O)n4C)C2)cc1 (stereo not given)	10%	·	20	5%	9%	·	·
Cc1ccc(-c2nn(-c3cccc(F)c3)cc2CN2CCN(c3ccccn3)CC2)o1	-9%	-1%	-11	-9%	?	-23%	50%
O=C(O)c1ccc2c(c1)ncn2-c1ccc(F)c(F)c1	4%	·	5	-2%	-10%	·	·
CC(=O)c1ccc(Nc2cc(C)nc3c(C)cccc23)cc1	-3%	4%	-6	3%	10%	-9%	-39%
O=C(Nc1cccc2ncccc12)c1cccc(Br)c1	0%	-1%	-13	-1%	6%	25%	-17%
COc1cc(NC(=O)N[C@@H](CCSC)C(=O)O)cc(OC)c1	2%	1%	7	10%	2%	-4%	-16%
Cc1ccc(C(=O)CCC(=O)OCC(=O)Nc2ccc3[nH]c(=O)[nH]c3c2)cc1	-6%	·	-22	?	-36%	-19%	-24%
Cc1cc(NC(=O)c2c([N+](=O)[O-])c(C)nn2C)no1	-1%	0%	-38	-9%	9%	3%	-13%
O=C(/C=C/c1ccc(F)cc1)NC(=S)NC1CCCCC1	1%	4%	-20	-12%	-29%	1%	-28%
COc1ccc(CCNC(=O)c2c(O)nc3c(C)cccn3c2=O)cc1	2%	·	4	23%	-5%	·	·
CN(C)S(=O)(=O)c1ccc(N2CCCC2)c(C(=O)Nc2nccs2)c1	-4%	·	-10	·	·	0%	-18%
CCN(CC)S(=O)(=O)c1ccc(N2CCN(CCOc3ccc(OC)cc3)CC2)nc1	-2%	-4%	-77*	2%	4%	-14%	122%[activator]
COC(=O)c1ccc(NC(=O)CSCC(=O)OCC(=O)c2ccc(Br)cc2)cc1	6%	5%	71	1%	-13%	-18%	-27%
Cc1ccc(S(=O)(=O)NCC(=O)Nc2ccc3c(c2)OCCO3)cc1	1%	-3%	27	-10%	-3%	17%	-5%
O=C(NCCN1C(=O)CSC1=O)C1CC(=O)N(c2ccccc2)C1 (stereo not given)	·	-3%	-5	-17%	6%	1%	-10%
CCc1ccc(NC(=O)C2CCCN(c3nnc(C)c4c(C)n(-c5ccccc5)nc34)C2)cc1 (stereo not given)	4%	·	5	15%	5%	·	·
CCCCN(CC)CCCNC(=O)c1cc2c(=O)[nH]c3ccccc3c2n1C	1%	·	0	3%	?	·	·
CCOC(=O)c1cc(C)n(CC2CCC(C(=O)Nc3ccccc3OC)CC2)c1C (stereo not given)	2%	·	-30	25%	3%	·	·

# Taken from the entries so far (6 entries):
compound	TbPYK inhibitor	LmPK inhibitor	HCMV inh	AmpC inh detg	Sm TGR inh	AMA1-RON2 inh	AmpC inh no detg
COc1ccc(CCNC(=O)c2c(O)nc3c(C)cccn3c2=O)cc1	2%	·	4	23%	-5%	·	·
CN(C)S(=O)(=O)c1ccc(N2CCCC2)c(C(=O)Nc2nccs2)c1	-4%	·	-10	·	·	0%	-18%
CCN(CC)S(=O)(=O)c1ccc(N2CCN(CCOc3ccc(OC)cc3)CC2)nc1	-2%	-4%	-77*	2%	4%	-14%	122%[activator]
COC(=O)c1ccc(NC(=O)CSCC(=O)OCC(=O)c2ccc(Br)cc2)cc1	6%	5%	71	1%	-13%	-18%	-27%
Cc1ccc(S(=O)(=O)NCC(=O)Nc2ccc3c(c2)OCCO3)cc1	1%	-3%	27	-10%	-3%	17%	-5%
O=C(NCCN1C(=O)CSC1=O)C1CC(=O)N(c2ccccc2)C1 (stereo not given)	·	-3%	-5	-17%	6%	1%	-10%

# Screening data (PubChem)
